High-throughput results (PubChem)
TGFb inhibitor: qHTS for Inhibitors of TGF-b | actives 1.2% (n = 410,000) | HepG2 CAGA-GFP TGF-b/SMAD3 reporter, GFP fluorescence, 18 h; TGF-beta stimulated, 500 pg/mL final | Potency, µM (series often up to 46.1 µM), without a hit: at the top dose activity, negative = inhibition, usual class: inhibitors; also: potency is read from the fitted curve at half-maximal effect; % is scaled to controls: 0 for no effect and ±100 for the full control effect; nearly all actives have a fitted effect of over 65% in size
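Cell-based qHTS in HEPG2 carrying a CAGA-GFP Smad reporter; compounds added before 500 pg/mL final TGF-beta, 18 h incubation at 37 degrees C, GFP fluorescence quantified per cell by imaging cytometry.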
Nrf2 activator: qHTS of Nrf2 Activators | AREc32 ARE-luciferase reporter (MCF7-derived line), luminescence, 24 h | Potency, µM (titrated, usually from 46.1 µM), for the others: at the highest dose activation, actives largely listed as activators | actives 0.31% (n = 410,000) | AID 624171, 2012; also: potency is read from the fitted curve at half-maximal effect; % of control where 0% means no effect; nearly all actives have a fitted effect of over 65% in size
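For detection, Steady-Glo was added and plates sat 30 min at RT; before that, AREc32_Fluc cells grown overnight in OPTI-MEM/5% FBS had been treated with 23 nL compound for 24 hr at 37 deg C.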
MCF10A rerep: A quantitative high throughput screen for small molecules that induce DNA re-replication in MCF 10a normal breast cells. Potency, µM (titrated, usually from 46.1 µM), inactives show top-dose activity, positive = re-replication, hits mostly activators. actives 2.9% (n = 350,000). MCF 10A DNA re-replication, Hoechst nuclear intensity, 48 h; also: potency is read from the fitted curve at half-maximal effect; % of control where 0% means no effect; nearly all actives have a fitted effect of over 50% in size
IL-1B inflam inh: qHTS for Inhibitors of Inflammasome Signaling: IL-1-beta AlphaLISA Primary Screen | activity change, % at 57.5 µM | THP-1 LPS/ATP IL-1B secretion, AlphaLISA, 16 h; hits give low values | actives 4.7% (n = 360,000); in the data active = activity change below about -50%; inconclusive = mostly about -30% to -49%; also: % is scaled to controls: 0 for no effect and ±100 for the full control effect
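THP-1 cells pretreated 1 hr with compounds (up to 57.5 uM final), then stimulated with LPS (250 ng/mL final) plus ATP (1.25 mM final); secreted IL-1B measured by AlphaLISA after 16 hr, decreased signal indicating inhibition.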
A549 tox: Nrf2 qHTS screen for inhibitors: counterscreen for cytotoxicity. A549 ARE-Fluc cells, CellTiter-Fluor viability, 18-24 h. Potency, µM (top dose mostly 46 µM), without a hit: at the highest dose activity change, negative = cytotoxicity, hits mostly inhibitors. actives 0.16% (n = 390,000); also: potency is read from the fitted curve at half-maximal effect; % is scaled to controls: 0 for no effect and ±100 for the full control effect
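A549 ARE_Fluc cells in 5% FBS OPTI-MEM were exposed to compounds in concentration-response for 18-24 h at 37 deg C. Viability was read by CellTiter-Fluor fluorescence (Ex 405/Em 525) after 30 min, before the luciferase read.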
ATXN viability: Viability Counterscreen for Primary qHTS for Inhibitors of ATXN expression. S2 cells (HEK-293 line with an ATXN2-luciferase reporter) viability, CellTiter-Fluor protease fluorescence, 24 h. Potency, µM (top dose mostly 56.7 µM), hits mostly cytotoxic. actives 0.49% (n = 400,000); also: potency is read from the fitted curve at half-maximal effect; nearly all actives have a fitted effect of over 40% in size
Nrf2 block: Nrf2 qHTS screen for inhibitors | A549 ARE-Fluc reporter, luciferase luminescence, 18-24 h | actives 2.1% (n = 360,000) | Potency, µM (titrated, usually from 46 µM), for the others: top-dose activity change, negative = inhibition, usual class: inhibitors; also: potency is read from the fitted curve at half-maximal effect; % is scaled to controls: 0 for no effect and ±100 for the full control effect; nearly all actives have a fitted effect of over 60% in size
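Nrf2 function is reported as luminescence of an ARE-controlled luciferase in A549 cells. Compounds were tested at several concentrations, and a CellTiter-Fluor read on the same wells flagged cytotoxicity.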
ATXN2 expr inh: Primary qHTS for Inhibitors of ATXN expression. HEK-293 ATXN2-luciferase reporter, luminescence, 24 h. actives 0.72% (n = 360,000). Potency, µM (top dose mostly 57 µM), for the others: at the top dose activity change, negative = inhibition, hits mostly inhibitors; also: potency is read from the fitted curve at half-maximal effect; % is scaled to controls: 0 for no effect and ±100 for the full control effect; nearly all actives have a fitted effect of over 55% in size
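ATXN2-luciferase reporter cells (luciferase flanked by upstream and downstream ATXN2 gene portions) were treated 24 h at 37 °C with compounds at up to 57 uM. SteadyGlo luminescence gave expression; GF-AFC fluorescence gave viability.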
HepG2 viability: qHTS for Inhibitors of TGF-b: Cytotox Counterscreen | HepG2 CAGA-GFP viability, ATP luminescence, 18 h | Potency, µM (doses to about 46.1 µM), without a hit: at the top dose activity change, negative = cytotoxicity, most hits filed as cytotoxic | actives 0.76% (n = 410,000) | AID 588856, 2011; also: potency is read from the fitted curve at half-maximal effect; some results filed as inactive show a strong effect at the top dose
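HepG2 CAGA-GFP cells (1000/well, DMEM with 1% FBS) received compound, then TGF-beta at 500 pg/mL final, and were incubated 18 hours at 37 degrees C. Viability was read by CellTiter-Glo luminescence. Media-only wells were set as complete cell-killing and DMSO as no toxicity.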
* hit, by the source's call; i = inactive; u = inconclusive; x = not tested or not shown; & = joins results of further samples; [ ] = another dose, or the depositor's remark. Unless noted, calls follow the shape of the dose curve; as a rule, active = well fitted curve in the direction sought with a large enough effect; inconclusive = small, poorly fitted or top-dose-only effect, or another doubt; inactive = no such curve, though single readings can be large; an effect the other way counts as inactive or inconclusive. Outcome played no part in choosing rows; 8.8% or so of the library scored in one or more.

Molecule	ATXN viability	Nrf2 activator	Nrf2 block	TGFb inhibitor	HepG2 viability	IL-1B inflam inh	MCF10A rerep	A549 tox	ATXN2 expr inh
COc1ccccc1NC(=O)c1oc2ccccc2c1NC(=O)c1cc(OC)c(OC)c(OC)c1	i	-0.3%	u	u	-17%	31	u	u	-5%
CCCn1c(N)c(N(CCOC)C(=O)c2ccc([N+](=O)[O-])c(C)c2)c(=O)[nH]c1=O	i	-0.1%	2%	10%	-24%	-10	13%	4%	-15%
O=C1CC(c2cccc(Cl)c2)Cc2nc(N3CCN(c4ccccc4)CC3)ncc21 (stereo not given)	i	-0.5%	x	5%	12%	9	2%	-1%	-8%
COc1ccc(C2C(C#N)=C(N)OC3=C2C(=O)CC(C)(C)C3)cc1OC (stereo not given)	i	-0.2%	4%	3%	-1%	14	-17%	0%	3%
CCCc1ccc(C(O)c2ncc(-c3ccccc3F)[nH]2)cc1 (stereo not given)	i	6.5%	x	-18%	-42%	-8	x	x	31%
CCN1CCN(c2ccc(NC(=O)c3ccc(C#N)cc3F)cc2Cl)CC1	i	0.8%	1%	5%	0%	-10	13%	-5%	-2%
Cc1nccc2[nH]c(=O)c(C(=O)NC3CCCCC3C)cc12 (stereo not given)	i	-0.5%	-7%	0%	-3%	-9	2%	-22%	8%
COc1ccc(/C=C/C(=O)NC(=S)Nc2ccc(N3CCN(C(C)=O)CC3)cc2)cc1	i	1.0%	-14%	u	-41%	7	4%	-2%	-32%
O=C(c1cc(Cl)c(=O)n(Cc2ccc(Cl)cc2)c1)N1CCOCC1	i	-0.4%	-6%	-12%	12%	-2	-1%	-1%	-5%
Cc1c(Br)c([N+](=O)[O-])nn1CC(=O)NCCc1c[nH]c2ccccc12	i	-0.2%	-5%	30%	-2%	-14	4%	0%	-7%
Cc1ccc(CN2C(=O)[C@H]3Cc4c([nH]c5ccccc45)C(C)(C)N3C2=O)cc1	u	-2.5%	0%	u	17%	x	21µM*	-4%	u
C=C(C)CNc1cc(S(=O)(=O)N2CCOCC2)ccc1Oc1ccccc1	i	0.7%	4%	-23%	-22%	-25	1%	1%	-23%
CCn1c(SC)nnc1-c1c[nH]c2ccccc12	i	5.0%	5%	-1%	-13%	4	-6%	10%	12%
Cc1nc2cc(C(=O)OCC(=O)N(CC(C)C)C3CCS(=O)(=O)C3)ccc2n1-c1ccccc1 (stereo not given)	i	0.4%	-13%	-6%	5%	0	12%	-16%	16%
CCOc1cc(C(=S)N2CCOCC2)ccc1OC(=O)/C=C/c1ccc(OC)c(OC)c1	i	0.7%	4%	u	-39%	43	1%	0%	-21%
Cc1nn(-c2ccccc2)c(C)c1C(=O)OCC(=O)Nc1ccc(C(N)=O)cc1	i	0.8%	x	0%	-13%	-20	x	x	x
CC(C)N(Cc1nc(-c2ccc(Cl)cc2)no1)C(=O)CN(C)S(=O)(=O)c1ccc(Cl)cc1	i	-0.5%	u	u	-13%	1	-5%	0%[1.84 µM]	-4%
Cc1ccnc(N2CCN(C(=O)CSc3nc4ccccc4nc3N3CCC(C)CC3)CC2)c1	u	-0.1%	-24%	u	-34%	11	u	-3%	-32%
CSc1ccc(CCNC(=O)C(C)n2nc(C)c3sc4ccccc4c3c2=O)cc1 (stereo not given)	x	3.4%	8%	x	1%	x	x	u	x
O=C(CCNS(=O)(=O)c1ccccc1)NCCSc1ccc(Br)cc1	i	0.7%	0%	-11%	-14%	-6	0%	1%	-8%
CCc1nnc(NC(=O)C(=O)c2cc(C)n(-c3ccccc3)c2C)s1	i	-0.3%	-2%	-28%	0%	x	x	-2%	u
C[C@@H](C(=O)Nc1ccc2c(c1)OCCO2)n1c(=O)[nH]c2ccccc2c1=O	u	0.4%	u	7%	-40%	9	-1%	-17%	x
CCc1nc2ccccc2c(C(=O)Nc2cc(C)ccc2C)c1C	i	-0.9%	2%	12%	2%	3	14%	6%	x
Cc1ccc(Nc2nnc(SCC(=O)NC3CCS(=O)(=O)C3)s2)c(C)c1 (stereo not given)	i	-0.9%	6%	-14%	3%	9	-4%	4%	-6%
CCc1ccccc1Oc1nc2cc(-c3cccc(OC)c3)sc2c(=O)n1C	i	17%	x	14%	14%	-16	x	x	17%
Cc1ccc(NC(=O)c2c(C)oc3ccc(O)c(CN(C)Cc4ccccc4)c23)c(C)c1	x	-0.4%	17%	x	-22%	x	x	-5%	x
O=C(NCc1ccccn1)c1nc(Cn2cc([N+](=O)[O-])cn2)no1	i	-0.7%	-6%	11%	-6%	-4	8%	9%	0%
CCN(CC(=O)NCc1ccc(F)cc1)C(=O)c1ccc2c(c1)OCO2	i	-0.7%	4%	5%	-2%	-14	-2%	0%	9%
Cc1cccc(C)c1NC(=O)c1cccc2c1-c1ccccc1C2=O	i	-0.4%	u	-2%	-17%	1	0%	-12%	3%
CC(C)N1C(=O)c2ccc(C(=O)O)cc2C1=O	u	-0.4%	2%	0%	-7%	20	-3%	-5%	-18%
COc1ccc(CCNS(=O)(=O)c2c(C)nc3sccn3c2=O)cc1OC	x	0.6%	30%	33%[activator]	1%	x	x	8%	x
COCCNC(=O)C(c1ccc(Cl)cc1)N(C(=O)CCC(=O)Nc1ccccn1)C1CCCC1 (stereo not given)	i	1.5%	x	17%	-6%	-18	8%	-23%	3%
O=[N+]([O-])c1cc(CN2CCOCC2)c2cccnc2c1O	u	0.6%	23µM*	-26%	-6%	16	11%	u	-30%
COC(=O)c1ccccc1NC(=O)/C=C/C(=O)O	i	2.9%	7%	-1%	-4%	28	-5%	7%	4%
CCCC(=O)NC1C2CC3CC(C2)CC1C3 (stereo not given)	i	-0.6%	12%	-4%	-2%	22	1%	-2%	9%
Cc1ccc(C(=O)COC(=O)CN2C(=O)C3CC=CCC3C2=O)cc1C (stereo not given)	u	-1.1%	x	-10%	-2%	11	x	x	x
Cc1ccc(C2=NN3C(C(=O)c4ccccc4)Oc4ccccc4C3C2)cc1 (stereo not given)	i	5.2%	-18%	-12%	-24%	-28	13%	-2%	17%
CC(C)Cc1nc(SCC(=O)Nc2ccc(S(N)(=O)=O)cc2)n[nH]1	x	0.2%	5%	17%	4%	13	-1%	-9%	x
CCc1ccc(-c2cc(C)no2)cc1S(=O)(=O)Nc1ccc(C)cn1	i	-0.2%&-0.9%	-3%&-10%	-1%&0%	1%&-15%	0	18%	3%&-9%	0%
COC(=O)c1ccc(NC(c2ccc(Cl)cc2)P(=O)(OC)OC)cc1 (stereo not given)	i	-0.6%	-2%	-1%	-2%	-19	0%	10%	2%
COc1ccc(NC(=O)c2ccco2)cc1NC(=O)c1cc(Br)ccc1Cl	x	8.2%	x	-22%	-27%	x	x	4%	x
O=c1[nH]c(N/N=C/c2ccccc2)nc2ccccc12	i	4.0%	x	0%	3%	5	-5%	-1%	13%
O=C(/C=C/c1cccs1)Nc1cccnc1	i	7.9%	u	22%	1%	0	3%	1%	55%[activator]
O=C(Nc1ccccc1)C1=C(N2CCOCC2)/C(=C/c2cccnc2)CC1	i	3.4%	-12%	-14%	-18%	-25	-6%	17%	4%
Cc1cc(C(=O)CSc2nc3ccc(Cl)cc3[nH]2)c(C)n1C	i	0.8%	-7%	-5%	-26%	-6	-2%	-10%	6%
CC(C)C[C@@H](CNCC(=O)[C@H](CC(C)C)NC(=O)c1[nH]cnc1C(=O)N[C@@H](C)CN)NC(=O)c1nc[nH]c1C(=O)N[C@@H](CC(C)C)C(=O)O	i	0.6%	9%	-7%	1%	0	-25%	-6%	7%
CCCCC1=CC2=CC(=O)C(C)(OC(=O)CC)C(=O)C2=CN1c1ccccc1 (stereo not given)	i	3.7%	-10%	10%	-3%	0	-8%	-8%	3%
Cc1ccc(NC(=O)C(=O)NCC(c2ccc3c(c2)OCO3)N2CCN(c3ccccc3)CC2)cc1 (stereo not given)	i	0.4%	x	2%	-6%	x	x	1%	1%
O=C(c1csc2c1CCCCC2)N1CCN(c2ncccn2)CC1	i	0.2%	u	4%	3%	40	21%	-5%	2%
Cc1cc(NC(=O)CCN2CCCCC2)ccc1Br	i	2.9%	13%	2%	-33%	u	0%	1%	-29%
O=c1c2oc3ccccc3c2ncn1Cc1ccc(F)cc1	i	-0.4%	-18%	-1%	-9%	-14	-14%	3%	15%
CCOC(=O)CC[C@H](NC(=O)Cn1cnc2c(NCc3ccccc3)ncnc21)C(=O)OCC	i	-0.3%	-1%	1%	-20%	15	-3%	1%	-15%
CC(C)(C)OC(=O)NCCCC[C@H](NC(=O)c1nc[nH]c1C(=O)NC1CCN(C(=O)OC(C)(C)C)CC1)C(=O)OC(C)(C)C	u	-0.8%	u	u	-27%	u	20%	u	u
CCC(=O)NC(=S)Nc1ccc(NC(=O)COc2ccc(Cl)c(C)c2)cc1	i	4.8%	2%	u	8%	2	2%	13%	-4%
CC(C)Oc1cc(C(=O)NC2CCCCC2)c2ccccc2n1	i	-1.0%	u	3%	-45%	-17	4%	23%	-14%
CCCNC(=O)C(Cc1ccccc1)NS(=O)(=O)c1ccc2c(c1)c(=O)n(C)c(=O)n2C (stereo not given)	i	-0.1%&-0.9%	9%&-26%	u	-7%&2%	9	3%	1%&-1%	1%&0%
